Assay outcomes: PubChem, National Center for Advancing Translational Sciences (NCATS)
POLI inh: inhibitors of human DNA polymerase iota. Q9UNA4. Pol iota fluorescent replication assay, 10 min. Potency, µM (highest dose often 115 µM), inactives show at the top dose activity, negative = inhibition, usual class: inhibitors. hit rate 1% among 390,000
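Fluorescent replication assay read twice, at 0 min and 10 min after adding 50 nM (final) substrate. Enzyme (10 nM) and compounds were first incubated 15 min at room temperature; enzyme-free buffer wells were negative controls.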
Pol beta inh: inhibitors of human DNA polymerase beta; P06746; Pol beta primer extension/strand displacement, fluorescence kinetic; Potency, µM (titrated, usually from 114 µM), for the others: at the top dose activity change, negative = inhibition, usual class: inhibitors; hit rate 1.3% among 340,000; note: % is set by controls: 0 for no effect and ±100 for the full control effect
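Reaction started by 50 nM substrate onto compound-treated Pol beta (10 nM, 15 min preincubation, room temperature); plates read at 0 min and 10 min. Normalized concentration-effect data fitted by four-parameter Hill equation.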
APEX1 inh: blocks human APE1 abasic DNA cleavage; Potency, µM (titrated, usually from 65.8 µM), for inactives: at the top dose activity change, negative = inhibition, actives largely listed as inhibitors; recombinant APE1, TAMRA/BHQ-2 abasic DNA cleavage fluorescence; hit rate 0.35% among 350,000;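 note: plate controls were vehicle for no effect and reference inhibitor for full effect; nearly all actives have a fitted effect of over 55% in size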
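Substrate: short duplex with […] THF abasic site, 5'-TAMRA and 3'-BHQ-2, 50 nM final. APE1 at 0.75 nM, preincubated 15 min RT with compound. Fluorescence increase from first to third read measured activity.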
BLM inh: inhibitors of human Bloom syndrome helicase BLM | P54132 | recombinant BLM DNA unwinding, fluorescence dequenching | Potency, µM (doses to about 56.1 µM), without a hit: at the top dose activity change, negative = inhibition, most hits filed as inhibitors | hit rate 0.2% among 350,000 | AID 2528;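 note: plate controls were vehicle for no effect and no enzyme for full effect; nearly all actives have a fitted effect of over 35% in size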
G9a inh: G9a (human) methyltransferase inhibition. Q96KQ7. hit rate 8.8% among 350,000. G9a H3K9 monomethylation, AlphaScreen, 2 h. AID 504332. Potency, µM (top dose mostly 102 µM), without a hit: at the top dose activity, negative = inhibition, usual class: inhibitors; note: % is set by controls: 0 for no effect and ±100 for the full control effect; nearly all actives have a fitted effect of over 75% in size
Target sequence (Q96KQ7 913-1193 limits assumed): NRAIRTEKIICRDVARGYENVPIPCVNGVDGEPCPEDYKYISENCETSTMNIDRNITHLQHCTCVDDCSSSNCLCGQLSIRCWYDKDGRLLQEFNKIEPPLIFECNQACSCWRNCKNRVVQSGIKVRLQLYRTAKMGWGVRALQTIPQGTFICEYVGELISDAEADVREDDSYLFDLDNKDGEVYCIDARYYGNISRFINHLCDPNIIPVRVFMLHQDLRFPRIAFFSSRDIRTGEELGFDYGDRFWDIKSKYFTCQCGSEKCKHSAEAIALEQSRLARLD
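Using a bead-based AlphaScreen, monomethylated H3K9 product from 2 h room-temperature reactions (G9a 20 nM, peptide 500 nM, SAM 20 uM) was detected with 0.5 ug/mL rabbit anti-H3K9me1 antibody.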
BAZ2B inh: blocks human BAZ2B; Q9UIF8; AlphaScreen BAZ2B-H3K14Ac peptide displacement; Potency, µM (top dose mostly 114 µM), inactives show at the highest dose activity change, negative = inhibition, usual class: inhibitors; hit rate 4.4% among 360,000; AID 504333; note: % is set by controls: 0 for no effect and ±100 for the full control effect; nearly all actives have a fitted effect of over 60% in size
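BAZ2B (50 nM) with biotin-H3(5-23)K14Ac peptide (50 nM) in PBS pH 7.4, 0.01% Tween-20, preformed 30 min, then compound 30 min at room temperature; top concentration 110uM. AlphaScreen streptavidin donor/nickel chelate acceptor beads (10 ug/mL final), 20 min dark, signal read.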
Anesthetic bind: candidate novel general anesthetic via apoferritin binding; apoferritin/1-aminoanthracene competitive binding, fluorescence; Potency, µM (highest dose often 77.5 µM), for the others: at the top dose activity change, negative = displacement, hits mostly inhibitors; hit rate 0.074% among 350,000; note: % is set by controls: 0 for no effect and ±100 for the full control effect; nearly all actives have a fitted effect of over 20% in size
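Apoferritin-based anesthetic binding model; compound displacement of fluorescent 1-AMA measured as endpoint fluorescence after 10 minutes at room temperature, scaled to free-ligand and complex controls.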
POLK inh: DNA polymerase kappa (human) inhibition; Q9UBT6; purified Pol kappa, fluorescent DNA synthesis assay, 10 min; Potency, µM (top dose mostly 107 µM), inactives show at the top dose activity, negative = inhibition, hits mostly inhibitors; hit rate 0.53% among 400,000; AID 588579; note: % is set by controls: 0 for no effect and ±100 for the full control effect
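50 nM final substrate added after 15 min RT preincubation of 10 nM Pol kappa with compound; fluorescence read at 0 and 10 min.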
Pol eta inh: inhibitors of human DNA polymerase eta | Q9Y253 | recombinant Pol eta, fluorescent DNA replication assay | Potency, µM (doses to about 114 µM), without a hit: top-dose activity change, negative = inhibition, actives largely listed as inhibitors | hit rate 1.2% among 390,000; note: % is set by controls: 0 for no effect and ±100 for the full control effect
Target sequence (Q9Y253 whole entry, looked up): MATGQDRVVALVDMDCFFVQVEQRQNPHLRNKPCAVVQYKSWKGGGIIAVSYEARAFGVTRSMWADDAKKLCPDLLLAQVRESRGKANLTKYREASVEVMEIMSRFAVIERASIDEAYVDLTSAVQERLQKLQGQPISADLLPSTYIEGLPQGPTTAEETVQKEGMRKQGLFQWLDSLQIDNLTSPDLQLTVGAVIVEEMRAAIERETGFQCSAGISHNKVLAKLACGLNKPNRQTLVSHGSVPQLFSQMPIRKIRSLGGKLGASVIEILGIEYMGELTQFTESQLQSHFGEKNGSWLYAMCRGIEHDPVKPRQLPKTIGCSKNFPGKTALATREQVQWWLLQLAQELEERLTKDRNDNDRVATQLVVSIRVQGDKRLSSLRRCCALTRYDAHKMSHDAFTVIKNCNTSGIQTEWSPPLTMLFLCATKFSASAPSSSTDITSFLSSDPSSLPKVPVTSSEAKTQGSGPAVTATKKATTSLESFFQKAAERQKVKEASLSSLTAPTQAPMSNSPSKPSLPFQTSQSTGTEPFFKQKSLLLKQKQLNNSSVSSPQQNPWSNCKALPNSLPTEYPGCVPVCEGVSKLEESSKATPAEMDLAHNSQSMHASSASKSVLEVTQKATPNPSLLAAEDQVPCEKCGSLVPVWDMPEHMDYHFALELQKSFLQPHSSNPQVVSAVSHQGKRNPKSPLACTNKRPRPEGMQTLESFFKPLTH
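Pol eta at 10 nM preincubated with compounds 15 min at room temperature; reaction started with fluorescent substrate (50 nM final) and read kinetically at 0 and 10 min.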
The depositor's hits bear a star; ? = inconclusive; · = not tested or not shown; & = joins results of further samples; [ ] = another dose, or the depositor's remark. Calls come from the whole dose curve; as a rule, active = well fitted curve in the direction sought with a large enough effect; inconclusive = small, poorly fitted or top-dose-only effect, or another doubt; inactive = no such curve, though single readings can be large; an effect the other way counts as inactive or inconclusive. Potency is the fitted concentration of half-maximal effect. The list is partial; the hit share may differ from the screen's.

SMILES	POLI inh	Pol beta inh	APEX1 inh	BLM inh	G9a inh	BAZ2B inh	Anesthetic bind	POLK inh	Pol eta inh
Cc1cccc(N2C(=O)CC(N3CCC(c4nc5ccccc5[nH]4)CC3)C2=O)c1 (stereo unspecified)	0%	7%	17%	-4%	?	6%	-14%	-22%	-6%
CCOC(=O)C(C)NC(=O)C1CCN(c2ncnc3c2nc2n3CCCCC2)CC1 (stereo unspecified)	-3%	1%	·	0%	13%[59 µM]	0%	0%	-11%	6%
Nc1nnc(SCc2ccccc2F)s1	-17%	-4%	3%	-4%	26%[12.7 µM]	-15%	?	-9%	-1%
O=C(c1ccc(Br)o1)N1CCN(C/C=C/c2ccccc2)CC1	-21%	1%	-6%	-1%	-2%[59 µM]	?	-14%	-5%	-5%
O=C(OCc1cc(=O)n2ccsc2n1)c1ccc(OC(F)F)cc1	75%[activator]	·	3%	·	-6%[0.501 µM]	-2%	·	-2%	-1%
O=C(COC(=O)c1ccccc1NCCO)Nc1cccc(S(=O)(=O)NC2=NCCCCC2)c1	40µM*	·	-27%	·	12%[0.501 µM]	?	·	?	?
CC1=C(C)CC(C(=O)c2ccccc2)C(C(=O)O)C1 (stereo unspecified)	34%[activator]	2%	28%	0%	9%[12.7 µM]	3%	-9%	-12%	-8%
COc1ccccc1NC(=O)C(C/C=C(/C)Cl)C(C)=O (stereo unspecified)	-5%	-25%	-2%	0%	18%[59 µM]	4%	-8%	0%	-11%
Cc1ccc(C)c(SCC(=O)OCC(=O)NCc2ccccc2)c1	25%	-2%	4%	-6%	26%	-6%	-14%	-3%	-17%
Cc1sc2ncnc(N3CCC(C(=O)N(C)CC(=O)Nc4ccccc4Br)CC3)c2c1C	10%	0%	24%	-5%	-4%	-26%	-10%	-8%	-23%
COc1ccc(CC(=O)NCc2cn3ccsc3n2)cc1	-2%	4%	1%	-1%	-19%	-3%	-16%	6%	-5%
Cc1[nH]c(SCC(=O)Nc2cc(C(N)=O)cc(C(N)=O)c2)nc1Cc1ccccc1	26%	·	9%	·	·	·	·	2%	-25%
C[C@H](CO)N1C[C@H](C)[C@@H](CN(C)S(=O)(=O)c2ccc(F)cc2)Oc2ccc(NC(=O)NC3CCCCC3)cc2C1=O	29%	·	0%	·	·	·	·	9%	-13%
O=C(N/N=C/c1ccco1)c1cc(C2CC2)nc2ccccc12	·	32%	3%	-8%	?	-1%	-3%	·	·
Cc1cc(-c2onc(C)c2C(=O)Oc2ccc(Cl)cc2)no1	10%	19%	-3%	-4%	98%[activator]	57%[activator]	-14%	3%	-20%
COc1cccc(Nc2ncc3ncc(=O)n(Cc4ccc(F)cc4)c3n2)c1	·	·	-2%	0%	11%[0.501 µM]	·	·	-2%[60.1 µM]	·
COc1ccc2[nH]cc(CCNc3ccnc(-c4ccoc4)n3)c2c1	·	·	17%	-1%	-39%[0.501 µM]	·	·	-2%[60.1 µM]	·
O=C(Oc1cccc([N+](=O)[O-])c1)c1cc(-c2ccccc2)nc2ccccc12	7%	3%	0%	-7%	-7%	-38%	-15%	1%	-9%
CC(C)S(=O)(=O)N1CCCC(C(=O)c2cccc(Cl)c2)C1 (stereo unspecified)	116%[activator]	5%	3%	1%	3%	-2%	?	-11%	-13%
COc1ccc(OC)c(NC(=O)C2CCCC2)c1	22%	8%	18%	-2%	22%[59 µM]	12%	0%	-4%	3%
CCCSc1ncc(Cl)c(C(=O)Nc2ccc(S(=O)(=O)Nc3ncccn3)cc2)n1	-15%&-3%	0%&19%	-6%	-1%&0%	-33%[59 µM]	-10%&-1%	-6%&13%	-13%&13%	-1%
CC(C)(CO)NCC(O)COc1ccc2c(c1)CCC2 (stereo unspecified)	9%	16%	3%	4%	24%[59 µM]	-3%	-7%	-20%	-14%
Cc1noc(C)c1COc1ccc(C(=O)N2CCN(c3ccccc3F)CC2)cc1	14%	·	4%	·	?	-25%	·	1%	-23%
CCn1ncc(Br)c1C(=O)Nc1cc([N+](=O)[O-])ccc1C	2%	18%	-3%	3%	24%[59 µM]	1%	-3%	-4%	-15%
Cc1ccc(Sc2c(C=O)c3ccccc3n2C)cc1	-3%	?	-1%	-7%	39%[59 µM]	75%[activator]	-16%	3%	-21%

Next compounds
SMILES	POLI inh	Pol beta inh	APEX1 inh	BLM inh	G9a inh	BAZ2B inh	Anesthetic bind	POLK inh	Pol eta inh
Cc1nn(C(C)C(=O)NCc2cccs2)c(=O)c2nn(-c3ccccc3)c(C)c12 (stereo unspecified)	-3%	1%	15%	1%	35%	-15%	-14%	-21%	-4%
CCCCNC1=CC(=O)C(=O)c2ccccc21	?	21%	8%	-10%	-1%	-37%	-1%	-11%	?
COc1ccc(S(=O)(=O)N2CCC(C(=O)N3CCCC3)CC2)cc1Cl	4%	-1%	1%	2%	7%[12.7 µM]	-2%	0%	6%	-2%
COc1ccc(N2CC(C(=O)Nc3nc(-c4ccccc4)c(C(C)=O)s3)CC2=O)c(OC)c1 (stereo unspecified)	28%	·	-5%	·	-29%	-35%	·	-20%	-9%
O=C(Cn1[nH]c(=O)c2ccccc2c1=O)N1CCN(S(=O)(=O)c2ccc(Cl)cc2)CC1	37%[activator]	·	11%	·	24%[12.7 µM]	1%	·	5%	-9%
CC(=O)c1c(C)[nH]c(C(=O)CSc2ccc(F)cc2)c1C	-10%	15%	-1%	-3%	-27%	-2%	4%	-6%	-1%
Cc1cc2nc(C)n(CCCN)c2cc1C	33%[activator]	24%	2%	4%	2%[12.7 µM]	-19%	-8%	-9%	10%
CSc1nc(-c2ccccc2)c2cc(Cl)ccc2n1	8%	28%	3%	-3%	27%[59 µM]	16%	-4%	4%	-15%
COc1cc(OC)c(NC(=O)N2CCN3CCCCC3C2)cc1Cl (stereo unspecified)	4%	16%	·	-2%	-6%[59 µM]	-18%	68%[activator]	5%	4%
CCc1nn(CC(=O)NCCCN2CCN(CC)CC2)c(=O)c2cc3occc3n12	-16%&-7%	32%&25%[activator]	-11%	-6%&-3%	0%[59 µM]	5%&-18%	-3%&3%	-16%&1%	-15%&-2%
CCOC(=O)N1CCC(NCc2c(C(=O)N(C)Cc3ccccc3)nc3ccccn23)CC1	19%	9%	-2%	5%	·	7%	-6%	1%	-19%
CCCCNC(=O)c1ccccc1C(=O)NCCCC	36%[activator]	-9%	4%	1%	6%[59 µM]	4%	1%	-7%	-1%
Cc1nc(SCc2nc3ccc(C(F)(F)F)cc3[nH]2)c2oc3ccccc3c2n1	-13%	·	-4%	·	·	·	·	-4%	-18%
COc1ccc(OC)c(CCNC(=O)CN2C(=O)CC(C)(C)S(=O)(=O)c3ccccc32)c1	-3%	34%	0%	3%	1%	10%	0%	16%	-13%
C[C@H]1CN=C(N(C)C)N1CC1CCCC1	?	·	14%	·	11%[2.33 µM]	5%	·	-3%	0%
COCCCn1cnc2oc3nc4ccccc4nc3c2c1=O	-3%	3%	-6%	4%	?	10%	0%	-8%	-2%
CON/C=C(\C=Nc1ccccc1)c1ncc(C(F)(F)F)cc1Cl	11%	-2%	-4%	-7%	20%	-36%	-20%	-14%	-11%
CC(C)OCCCNC(=O)c1ccc(CS(=O)(=O)Cc2ccccc2F)o1	14%	40%	-7%	1%	81%[activator][59 µM]	-5%	-8%	3%	-6%
O=C(COC(=O)c1ccc(OC(F)F)cc1)NCc1cccs1	7%	·	56%[activator]	·	·	·	·	-7%	-12%
CC(C)c1ccc(C(=O)NN2C(=O)C3CCCCC3C2=O)cc1 (stereo unspecified)	18%	45%	-6%	-1%	-2%[59 µM]	5%	?	-3%	-4%
CSc1ccc(CCNC(=O)c2nn(C)c3c2CS(=O)(=O)c2ccccc2-3)cc1	7%	12%	-10%	-3%	16%	-6%	6%	-5%	-12%
COc1ccccc1/C=N/NC(=O)C(NC(=O)c1ccccc1)=C(C)C	-6%	1%	-3%	-1%	-30%[59 µM]	11%	-6%	-17%	-6%

Among those listed so far, these contain an NH in an aromatic ring.
SMILES	POLI inh	Pol beta inh	APEX1 inh	BLM inh	G9a inh	BAZ2B inh	Anesthetic bind	POLK inh	Pol eta inh
Cc1cccc(N2C(=O)CC(N3CCC(c4nc5ccccc5[nH]4)CC3)C2=O)c1 (stereo unspecified)	0%	7%	17%	-4%	?	6%	-14%	-22%	-6%
Cc1[nH]c(SCC(=O)Nc2cc(C(N)=O)cc(C(N)=O)c2)nc1Cc1ccccc1	26%	·	9%	·	·	·	·	2%	-25%
COc1ccc2[nH]cc(CCNc3ccnc(-c4ccoc4)n3)c2c1	·	·	17%	-1%	-39%[0.501 µM]	·	·	-2%[60.1 µM]	·
O=C(Cn1[nH]c(=O)c2ccccc2c1=O)N1CCN(S(=O)(=O)c2ccc(Cl)cc2)CC1	37%[activator]	·	11%	·	24%[12.7 µM]	1%	·	5%	-9%
CC(=O)c1c(C)[nH]c(C(=O)CSc2ccc(F)cc2)c1C	-10%	15%	-1%	-3%	-27%	-2%	4%	-6%	-1%
Cc1nc(SCc2nc3ccc(C(F)(F)F)cc3[nH]2)c2oc3ccccc3c2n1	-13%	·	-4%	·	·	·	·	-4%	-18%
